Tau fibril FP: inhibitors of human tau fibril formation; P10636; K18 P301L tau heparin fibrillization, Alexa594 FP, 6 h; Potency, µM (doses to about 57.7 µM), without a hit: at the top dose activity, negative = inhibition, hits mostly inhibitors; 280,000 compounds, 0.39% hits; AID 1468; note: nearly all actives have a fitted effect of over 55% in size
Target sequence (P10636 561-689 P618L limits assumed): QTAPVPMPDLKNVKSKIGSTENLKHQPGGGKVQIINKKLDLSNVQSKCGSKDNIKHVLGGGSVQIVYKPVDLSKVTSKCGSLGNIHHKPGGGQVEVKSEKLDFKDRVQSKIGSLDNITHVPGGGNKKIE
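Heparin (20 uM) drove fibril formation of recombinant tau K18 P301L, 15 uM unlabeled with 0.24 uM Alexa 594 label, for 6 hr at 37 C in 100 mM sodium acetate pH 7. Fluorescence polarization (555/632 nm) read 1 hr after 30 uM ThT.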
TexasRed fluor: alters Texas Red total fluorescence, flagging assay interference; TRb/SRC2 Texas Red total fluorescence interference; Potency, µM (top dose mostly 106 µM), for the others: top-dose fluorescence change, negative = quenching; 280,000 compounds, 0.29% hits; AID 1479; active = well fitted curve in either direction with a large enough effect; inconclusive = small, poorly fitted or top-dose-only effect
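Human TRb ligand-binding domain at 0.6 uM with 20 nM Texas Red SRC2 peptide in Tris buffer containing 1 uM T3 and 5% DMSO, incubated with compound 5 h at ambient temperature. Total fluorescence (555/632 nm) calculated as parallel + 2 × perpendicular.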
KDM4E inh: inhibitors of human JMJD2E histone demethylase | B2RXH2 | JMJD2E catalytic domain, FDH-coupled NADH fluorescence (FDH is formaldehyde dehydrogenase) | Potency, µM (series often up to 57.1 µM), inactives show at the top dose activity change, negative = inhibition, usual class: inhibitors | 230,000 compounds, 1.6% hits | AID 2147; active = well fitted inhibition curve with a large enough effect, not every such curve was filed as active; inconclusive = small, poorly fitted or top-dose-only effect, or another doubt; inactive = no such curve, though single readings can be large or run the other way;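 note: 0% = wells with enzyme and -100% = buffer wells without enzyme; nearly all actives have a fitted effect of over 50% in size; many of its hits are not listed in these tables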
Target sequence (B2RXH2 1-337 limits assumed): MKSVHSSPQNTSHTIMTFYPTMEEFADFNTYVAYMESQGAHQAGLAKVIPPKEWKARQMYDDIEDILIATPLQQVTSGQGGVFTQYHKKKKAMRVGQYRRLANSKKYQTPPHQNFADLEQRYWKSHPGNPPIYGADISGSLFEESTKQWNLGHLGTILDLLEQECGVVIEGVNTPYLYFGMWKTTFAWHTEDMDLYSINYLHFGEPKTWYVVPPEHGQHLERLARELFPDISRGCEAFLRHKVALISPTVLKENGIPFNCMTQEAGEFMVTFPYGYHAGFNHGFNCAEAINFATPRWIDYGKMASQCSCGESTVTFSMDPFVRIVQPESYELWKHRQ
Tau ThT inhib: blocks human tau fibril formation measured by thioflavin T | P10636 | recombinant tau K18 P301L (four-repeat tau fragment), heparin-induced fibrillization, ThT fluorescence | Potency, µM (titrated, usually from 57.4 µM), inactives show at the top dose activity, negative = inhibition, hits mostly inhibitors | 270,000 compounds, 2.1% hits | AID 1460; note: nearly all actives have a fitted effect of over 55% in size
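Heparin-induced fibrillization of the P301L-mutant K18 repeat-domain fragment of human tau was followed by ThT binding in quantitative high-throughput format.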
TRb-SRC2 inh: disrupts binding of human TR beta to SRC2 | P10828 | TRbeta-SRC2 peptide binding, fluorescence polarization; receptor liganded with 1 µM T3 | Potency, µM (series often up to 106 µM), without a hit: at the top dose activity change, negative = inhibition, actives largely listed as inhibitors | 280,000 compounds, 0.065% hits | AID 1469;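 note: plate controls were bound peptide for no effect and peptide without receptor for full effect; nearly all actives have a fitted effect of over 50% in size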
Target sequence (P10828 whole entry, looked up): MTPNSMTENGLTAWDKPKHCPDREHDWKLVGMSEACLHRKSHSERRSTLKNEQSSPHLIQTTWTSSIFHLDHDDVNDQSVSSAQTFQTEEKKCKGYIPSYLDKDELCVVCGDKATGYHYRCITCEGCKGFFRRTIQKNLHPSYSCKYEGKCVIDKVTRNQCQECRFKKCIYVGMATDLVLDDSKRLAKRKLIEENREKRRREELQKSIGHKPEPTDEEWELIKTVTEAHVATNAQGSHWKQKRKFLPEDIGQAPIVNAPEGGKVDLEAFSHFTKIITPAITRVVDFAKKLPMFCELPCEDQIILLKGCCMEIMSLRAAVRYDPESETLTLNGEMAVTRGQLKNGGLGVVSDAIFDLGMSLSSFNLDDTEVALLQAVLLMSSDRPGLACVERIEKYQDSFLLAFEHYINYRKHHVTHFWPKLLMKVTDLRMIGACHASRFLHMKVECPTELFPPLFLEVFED
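A fluorescence polarization screen tested compounds at multiple concentrations against complex formation between 0.6 uM TRb ligand-binding domain and 20 nM Texas Red SRC2 peptide, with 1 uM T3 present; readout after 5 hr.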
L3MBTL1 block: blocks human L3MBTL1; Potency, µM (series often up to 57.1 µM), without a hit: at the highest dose activity, negative = inhibition, hits mostly inhibitors; Q9Y468; AlphaScreen L3MBTL1–H3K9me1 peptide binding; 230,000 compounds, 0.66% hits; note: nearly all actives have a fitted effect of over 60% in size
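First, the protein-peptide complex forms for 30 min at room temperature (L3MBTL1 50 nM, biotinylated H3K9me1 peptide 75 nM). Next, compounds are pin-transferred and incubated 30 min. Finally, AlphaScreen beads are added and read after 30 min.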
RECQ1 inh: blocks DNA unwinding by human RECQ1. Potency, µM (titrated, usually from 57.3 µM), inactives show at the top dose activity, negative = inhibition, usual class: inhibitors. P46063. RECQ1 DNA unwinding, red fluorescence kinetic read. 240,000 compounds, 0.54% hits. AID 2549;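 note: plate controls were vehicle for no effect and no enzyme for full effect; nearly all actives have a fitted effect of over 30% in size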
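50 nM RECQ1T1 preincubated 15 min with compound in Tris pH 8.0 buffer with MgCl2, DTT, Tween-20 and 2.5 ug/ml poly(dI-dC); started with 200 nM TAMRA/BHQ-2 forked duplex and 2 mM ATP. Unwinding read as fluorescence (525/598 nm), two reads 2 h apart.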
RGS12 GoLoco inh: inhibitors of human Gai1-RGS12 GoLoco interaction (red fluorophore); P63096; Gai1:RGS12 GoLoco peptide FP, rhodamine, 10 min; Potency, µM (top dose mostly 61.6 µM), for the others: at the highest dose activity, negative = inhibition, most hits filed as inhibitors; 230,000 compounds, 0.44% hits; active = well fitted inhibition curve with a large enough effect, not every such curve was filed as active; inactive = no such curve, though single readings can be large or run the other way; note: nearly all actives have a fitted effect of over 30% in size; many of its hits are not listed in these tables
Numbers without * were called inactive; i = inactive; ? = inconclusive; nt = no result given; [ ] = another dose, or the depositor's remark. Unless noted, calls come from the whole dose curve; as a rule, active = well fitted curve in the direction sought with a large enough effect; inconclusive = small, poorly fitted or top-dose-only effect, or another doubt; inactive = no such curve, though single readings can be large; an effect the other way counts as inactive or inconclusive. Unless noted, % is set by controls: 0 for no effect and ±100 for the full control effect; potency is the fitted concentration of half-maximal effect.

SMILES	Tau fibril FP	TexasRed fluor	KDM4E inh	Tau ThT inhib	TRb-SRC2 inh	L3MBTL1 block	RECQ1 inh	RGS12 GoLoco inh
Nc1nc(Nc2ccc(Cl)cc2)n[nH]1	12%	-5%	1%	-14%	1%	nt	-15%	13%
C=CCOc1cc(C)nc(-c2ccccc2O)n1	?	0%	1%	?	0%	nt	-2%	13%
CCc1ccc(C(=O)CC2(O)C(=O)N(CN3CCOCC3)c3ccccc32)cc1 (stereo not given)	-11%	0%	134%[activator]	-5%	-9%	4%	i	5%
CN1CCN(c2ccc(Cl)cc2NC(=O)c2cccc(S(=O)(=O)N(C)C)c2)CC1	11%	2%	-3%	6%	-29%	nt	5%	-49%
CCc1ccc(NC(=O)CSc2nc3c(oc4ccccc43)c(=O)n2-c2cccc(C)c2)cc1	-20%	-1%	nt	-1%	-3%	nt	nt	nt
O=C1Cc2cc(S(=O)(=O)N3CCCCC3)cc3c2N1CCC3	-10%	0%	nt	-6%	1%	nt	nt	nt
Cc1ccc(C(=O)CC(C(=O)O)n2cccn2)cc1 (stereo not given)	6%	-3%	4%	4%	-6%	8%	i	1%
COc1cc(NC(=O)c2ccc3c(c2)OCO3)ccc1NC(=O)c1cccs1	-4%	-1%	11%	?	-8%	-7%	-9%	2%
CCOc1ccc(NC(=O)CC2C(=O)N(c3ccccc3)C(=O)N2Cc2ccc3c(c2)OCO3)cc1 (stereo not given)	-2%	-2%	nt	4%	-2%	nt	nt	nt
Cc1ccc(S(=O)(=O)N(C)/C(=N/S(=O)(=O)c2ccccc2)c2ccccc2)cc1	-1%	-3%	4%	-8%	-4%	1%	-6%	-3%

In a second layout: four of the compounds above.
mol | Tau fibril FP | TexasRed fluor | KDM4E inh | Tau ThT inhib | TRb-SRC2 inh | L3MBTL1 block | RECQ1 inh | RGS12 GoLoco inh
CCc1ccc(C(=O)CC2(O)C(=O)N(CN3CCOCC3)c3ccccc32)cc1 (stereo not given) | -11% | 0% | 134%[activator] | -5% | -9% | 4% | i | 5%
CN1CCN(c2ccc(Cl)cc2NC(=O)c2cccc(S(=O)(=O)N(C)C)c2)CC1 | 11% | 2% | -3% | 6% | -29% | nt | 5% | -49%
Cc1ccc(S(=O)(=O)N(C)/C(=N/S(=O)(=O)c2ccccc2)c2ccccc2)cc1 | -1% | -3% | 4% | -8% | -4% | 1% | -6% | -3%
CCc1ccc(NC(=O)CSc2nc3c(oc4ccccc43)c(=O)n2-c2cccc(C)c2)cc1 | -20% | -1% | nt | -1% | -3% | nt | nt | nt

(list continues)
SMILES	Tau fibril FP	TexasRed fluor	KDM4E inh	Tau ThT inhib	TRb-SRC2 inh	L3MBTL1 block	RECQ1 inh	RGS12 GoLoco inh
Cc1cccc(OCC(=O)O/N=C(\N)c2ccccn2)c1C	9%	-2%	11%	-10%	0%	4%	-20%	2%
Cc1cc(OCC(=O)Nc2ccc(N3CCN(C(=O)c4ccco4)CC3)cc2)cc(C)c1Cl	-5%	1%	0%	?	-1%	1%	-3%	-3%
O=C(NCc1ccc2c(c1)OCO2)c1cc2n(n1)C(C(F)(F)F)CC(c1ccc3c(c1)OCO3)N2 (stereo not given)	8%	2%	-11%	0%	1%	2%[11.4 µM]	0%	7%
CCN1CCN(C(=O)Cn2nc(-c3ccc(Cl)cc3)ccc2=O)CC1	-4%	-1%	0%	-3%	-2%	nt	-19%	-4%
Cc1ccc(-c2nnc(Nc3ccc(S(N)(=O)=O)cc3)c3ccccc23)cc1S(=O)(=O)N1CCOCC1	-23%	-1%	nt	?	-5%	nt	nt	nt
O=C(NCCc1csc(-c2ccc(C(F)(F)F)cc2)n1)C(=O)Nc1ccc(F)c(Cl)c1	-5%	-1%	nt	1%	1%	nt	nt	nt
O=C(/C=C/c1cc([N+](=O)[O-])ccc1OC(F)F)NCc1ccc(Cl)cc1	-1%	-4%	-1%	-9%	1%	nt	i	-10%
COc1cc2nc(=S)n3[nH]c(CCn4c(C)nc5ccccc54)nc3c2cc1OC	3%	-6%	4%	-3%	-1%	nt	i	-10%
CSc1nc(C)c(C(=O)Nc2ccccc2)c(-c2ccco2)c1C#N	3%	2%	-15%	-6%	0%	nt	-6%	-4%
O=C(/C=C/c1ccco1)Nc1ccccc1N1CCCCC1	7%	-8%	-10%	-13%	-3%	-24%	-12%	3%
CCc1ccc(NC(=O)Cn2nc(C(F)(F)F)c3c2CCCC3)cc1	?	3%	nt	0%	3%	nt	nt	nt
Cc1cccc(N2C(=O)C(O)=C(C(=O)c3cccs3)C2c2cccc(Oc3ccccc3)c2)n1 (stereo not given)	8%	-1%	?	-6%	-3%	?	-24%	1%
CC(=O)N1CCc2cc(C(=O)CN3CCN(c4ccccn4)CC3)ccc21	-9%	0%	9%	nt	4%	nt	-4%	-4%
COCCN(CC(=O)NCc1ccc2c(c1)OCO2)C(=O)CCC(=O)Nc1nccs1	2%	-6%	6%	0%	-6%	5%	-11%	-8%
COc1ccc(C(=O)C[n+]2ccc(C)cc2)cc1	2%	-3%	0%	-9%	-3%	0%	3%	10%
COc1ccc(OC)c(C2C(C(C)=O)=C(O)C(=O)N2CCN2CCOCC2)c1 (stereo not given)	-14%	3%	-26%	?	-6%	0%	i	-21%
CCc1nnc(NC(=O)CCC(=O)Nc2ccccc2)s1	-14%	0%	-4%	8%	1%	-2%	-3%	5%
CCn1cc(C(=O)Nc2sc(C)c(C)c2C(=O)OC)cn1	2%	0%	?	-14%	4%	-1%	-9%	9%
COc1ccc2[nH]c(=O)c(CN(C(=O)c3cccc(Cl)c3)c3ccccc3C)cc2c1	-12%	-20%	nt	3%	-2%	nt	nt	nt
Cc1cccc(-c2nsc(SCC(=O)NCC3CCCO3)n2)c1 (stereo not given)	0%	0%	7%	3%	8%	-6%	-10%	-6%
COc1nc(NCc2ccco2)nc(NC2CCCCC2)n1	3%	1%	3%	-15%	-1%	-5%	-7%	9%
O=C(CSc1nnnn1-c1ccccc1)Nc1ccc(Cl)cc1	-4%	-2%	-4%	1%	-9%	nt	-1%	7%
O=C(NCCc1ccccc1)C1CCCN(S(=O)(=O)c2cccc3nsnc23)C1 (stereo not given)	4%	-5%	-7%	2%	4%	6%	-14%	4%
O=C(CN(Cc1ccc(F)cc1)S(=O)(=O)c1ccccc1)N1CCCCC1	-10%	1%	3%	-7%	-3%	6%	i	2%
Cc1ccc(CNC(=O)c2ccccc2NC(=O)CSc2nnnn2C)cc1	1%	-2%	-6%	-2%	11%	-1%	-10%	-3%
CCOC(=O)N1CCN(S(=O)(=O)c2c(C)cc(C)cc2C)CC1	-2%	-8%	1%	-5%	0%	1%	-7%	-9%
CSCC[C@H](NC(=O)C1CCN(S(=O)(=O)c2ccc(C)cc2)CC1)C(=O)NCC1CCCO1 (stereo not given in full)	1%	-7%	2%	3%	-7%	0%	4%	7%
COc1ccc(-n2ncc3c(NCCC4=CCCCC4)ncnc32)cc1	-10%	-3%	nt	-9%	11%	nt	nt	nt
Cc1cccc(S(=O)(=O)NCCc2cn3ccccc3n2)c1	4%	1%	-4%	10%	3%	-1%	i	7%
Fc1ccc(Nc2ncnc3c2nc2n3CCCCC2)c(F)c1	-7%	-21%	nt	-6%	6%	nt	nt	nt
COc1ccc(Cl)cc1S(=O)(=O)N1CCN(C(=O)c2cc(OC)c(OC)c(OC)c2)CC1	-1%	-1%	3%	4%	-11%	0%	-2%	-15%
CCCCN(CC)CCNC(=O)c1cc2c(C)nc3ccccc3c2o1	4%	-5%	-4%	4%	-4%	36%[activator]	7%	-6%
CCCCCOP(=O)(OCCCCC)C1(NS(=O)(=O)c2ccccc2)C=CC(=O)c2ccccc21 (stereo not given)	1%	-5%	-1%	-22%	-4%	-5%	i	nt
O=C(c1ccccc1)c1ccc(OCCCCN2CCCCC2)cc1	4%	2%	?	1%	-4%	nt	3%	-14%
Oc1ccc(-c2csc(Nc3ncccn3)n2)cc1	11%	-6%	5%	?	-5%	16%	-4%	2%
O=C(N/N=C\c1cc([N+](=O)[O-])ccc1N1CCOCC1)c1ccccn1	-9%	-3%	-21%	-13%	4%	3%[11.4 µM]	-4%	17%
CCc1ccc(NC(=O)Cn2c(=O)n(CCC(=O)NCc3ccc4c(c3)OCO4)c(=O)c3ccccc32)cc1	?	-17%	nt	11%	9%	nt	nt	nt
Cc1ccccc1-n1c(SCC(=O)c2ccccc2)nnc1-c1ccc(F)cc1	10%	?	nt	0%	-28%	nt	nt	nt
COc1cccc(CNC(=S)Nc2cc(OC)ccc2OC)c1	4%	-1%	-3%	-2%	-1%	2%[11.4 µM]	i	16%
O=C(N/N=C\c1cccc(OC(=O)c2ccco2)c1)c1ccc2c(c1)OCO2	?	-2%	4%	?	3%	0%	i	1%
Cc1cc(/C=C2/SC(=O)N(CC(=O)OC(C)C)C2=O)c(C)n1C	11%	0%	-3%	-13%	1%	nt	-11%	16%
CC1C2(C)OCC(C#N)(C(=N)O2)C1(C#N)C#N (stereo not given)	?	19%	?	?	-24%	1%	-19%	-23%
Cn1cc(C(=O)Nc2cccc(F)c2)cn1	-3%	1%	5%	-11%	3%	6%	i	0%
CCc1cc(C(N)=O)c(NC(=O)c2ccc(OC)cc2)s1	-8%	-2%	?	?	1%	3%	-11%	10%
O=c1cc(N2CCCC2)c2ccccc2o1	-2%	-1%	1%	-8%	3%	6%	-12%	6%
COC(=O)c1cn(C(=O)c2ccco2)c2ccccc12	-1%	-2%	2%	-1%	-12%	3%	-5%	-4%
CCC(C)(C#CCN1CCCCC1)OCCC#N (stereo not given)	2%	-1%	8%	4%	-7%	6%	i	-1%
Cc1ccc(N2C(=O)CCSC23C(=O)Nc2ccccc23)cc1 (stereo not given)	-1%	2%	-4%	-11%	-20%	nt	i	2%
CCOc1ccc(NC(=O)CC2C(=O)N(c3ccc(OC)cc3)C(=O)N2Cc2ccc(OC)cc2)cc1 (stereo not given)	1%	-2%	-3%	-11%	2%	nt	-2%	4%
COc1ccc(O)c(/C=N/NC(=O)c2ccc(CSc3nc(C)cc(C)n3)cc2)c1	8%	-4%	?	?	8%	12%	-6%	-8%
CCn1cc(C(=O)NCC2CCCO2)c(=O)c2cc(S(=O)(=O)N3CCC(C)CC3)ccc21 (stereo not given)	5%	-3%	0%	-11%	-1%	7%	-6%	0%

Compound activity (PubChem BioAssay)

Some of the compounds tested; the hit share may differ from the screen's.
